Screening results as filed in PubChem BioAssay.
SENP1 FRET inh: blocks the human SENP1 SUMO protease catalytic domain; Q9P0U3; recombinant SENP1 catalytic domain, CyPet-SUMO1-YPet FRET cleavage; inhibition, % at 10 µM; 360,000 compounds, 0.21% hits; AID 624204;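 active = inhibition at least 30% at 10 µM, raw YFP signal under a set limit, fluorescence ratio 0.5 to 1.5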;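 also: 0% = enzyme with DMSO and 100% = no enzyme wells; some results filed as inactive read as strong as hits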
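Assay system – human recombinant His6-tagged SENP1 catalytic domain enzyme · Input – SENP1 enzyme, 20 pM final · Buffer or medium – Tris pH 8 buffer plus EDTA, NaCl, BME, BSA, NP40, catalase · Schedule – 50 min reaction at room temperature · Technique – FRET read of cyan and yellow fluorescence · Control set – no-enzyme wells low, DMSO-plus-enzyme wells high control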
SENP8 inh: inhibitors of human SENP8 protease; Q96LD8; recombinant SENP8, Nedd8 substrate fluorescence; AID 602440; 360,000 compounds, 0.64% hits; inhibition, % at 20 µM; in the data active = inhibition mostly above about 40%, no sharp cut-off; inactive = mostly below about 27%
ATG4B inh: inhibitors of human ATG4B cysteine protease; 340,000 compounds, 0.51% hits; AID 504462; ATG4B cleavage of LC3-PLA2, NBD-HPC fluorescence, 1 h; Q9Y4P1; inhibition, % at 8.33 µM; in the data active = inhibition above about 40%
Target sequence (Q9Y4P1 whole entry, looked up): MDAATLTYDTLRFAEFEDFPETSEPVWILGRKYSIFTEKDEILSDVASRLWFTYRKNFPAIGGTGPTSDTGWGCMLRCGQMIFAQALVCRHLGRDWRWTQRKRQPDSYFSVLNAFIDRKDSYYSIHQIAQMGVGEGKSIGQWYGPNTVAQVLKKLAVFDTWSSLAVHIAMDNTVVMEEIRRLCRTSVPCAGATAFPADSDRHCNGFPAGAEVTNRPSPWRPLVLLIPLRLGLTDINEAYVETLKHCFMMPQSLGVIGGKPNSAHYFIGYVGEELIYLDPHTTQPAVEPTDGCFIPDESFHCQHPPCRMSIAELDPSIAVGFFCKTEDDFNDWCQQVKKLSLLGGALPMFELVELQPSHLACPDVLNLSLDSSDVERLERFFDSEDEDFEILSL
hIAP activ: increases human intestinal alkaline phosphatase activity | purified human IAP, CDP-Star luminescence, 30 min; stronger effect = higher value; 1 = vehicle-only enzyme, 0 = enzyme-free background | activation factor at 10 µM | 330,000 compounds, 0.16% hits;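 active = activation factor of the enzyme at least 2-fold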; also: the source names both 10 and 20 µM as test concentration; values of inactives mirror those of a sister screen read the other way
Target sequence (P09923 whole entry, looked up): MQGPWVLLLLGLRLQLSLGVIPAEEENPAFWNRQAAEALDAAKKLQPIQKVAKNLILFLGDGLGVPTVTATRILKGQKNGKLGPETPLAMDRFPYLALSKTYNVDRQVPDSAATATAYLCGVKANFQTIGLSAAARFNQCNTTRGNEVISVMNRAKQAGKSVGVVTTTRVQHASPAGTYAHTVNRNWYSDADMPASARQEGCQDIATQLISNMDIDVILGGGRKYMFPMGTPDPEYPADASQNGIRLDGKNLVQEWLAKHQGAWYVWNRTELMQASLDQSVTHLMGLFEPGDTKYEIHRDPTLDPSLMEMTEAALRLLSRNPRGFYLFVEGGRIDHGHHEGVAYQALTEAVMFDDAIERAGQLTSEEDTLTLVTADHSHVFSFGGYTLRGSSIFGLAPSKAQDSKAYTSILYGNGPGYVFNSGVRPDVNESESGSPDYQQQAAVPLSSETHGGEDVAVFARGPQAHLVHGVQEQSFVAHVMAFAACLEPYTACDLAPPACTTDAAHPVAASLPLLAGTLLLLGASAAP
NR3A LBD binder: modulators (binders) of human NR3A ligand-binding domain; NR3A LBD differential scanning fluorimetry, Tm shift; 0% = protein alone, 100% = glycine-bound protein; Tm shift relative to glycine control, % at 25 µM; 340,000 compounds, 2.5% hits; AID 1259313;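 active = melting temperature shift of at least 10% of the positive control shift, at one fixed dose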
PfG6PD inh: PfG6PD (Plasmodium falciparum) enzyme inhibition. PfGluPho enzyme, NADPH resazurin-diaphorase fluorescence. inhibition, % at 20 µM. 350,000 compounds, 0.78% hits. AID 504690;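 active = inhibition reaching at least a set limit at 20 µM in the primary screen, cut at about 59% in these data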;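 also: 0% = DMSO wells with substrate and 100% = DMSO wells lacking glucose-6-phosphate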
SENP6 inh: SENP6 protease inhibition; Q9GZR1; 330,000 compounds, 1.8% hits; inhibition, % at 10 µM; AID 2599; Recombinant SENP6 catalytic domain, aminoluciferin luminescence;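 active = inhibition above about 50% at the single tested dose, limit read from the data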;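 also: plate controls were DMSO wells with enzyme for no effect and DMSO wells lacking enzyme for full effect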
MPTP inh: permeability transition pore inhibition. isolated mouse mitochondria, Ca2+ swelling absorbance, 30 min. inhibition, % at 10 µM. 360,000 compounds, 1.4% hits;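 active = inhibition of 50% or more, scaled per plate between neutral and stimulator controls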;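 also: 0% = DMSO wells given calcium and 100% = 1 mM EGTA wells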
An asterisk follows results filed as active.

Results for COc1ccc(Br)cc1CN1CCCC(C(=O)N2CCCCCC2)C1 (stereo not drawn) ?
SENP1 FRET inh: 0.7; SENP8 inh: 16.5; ATG4B inh: -0.9; hIAP activ: 1.17; NR3A LBD binder: 1.0; PfG6PD inh: 2.7; SENP6 inh: -4.3; MPTP inh: 4.1

What do the screens show for `O=c1ccc2c(-c3ccccc3S(=O)(=O)O)c3ccc(O)c(O)c3oc-2c1O`?
SENP1 FRET inh: 2.0; SENP8 inh: 14.2; ATG4B inh: 7.1; hIAP activ: 0.922; NR3A LBD binder: 1.2; PfG6PD inh: 54.0; SENP6 inh: 18.9; MPTP inh: 41.5

How did COc1ccccc1N1CCN(C2CC(=O)N(c3ccc(F)cc3)C2=O)CC1 (stereo not drawn) do in these assays?
SENP1 FRET inh: -0.2; SENP8 inh: 6.3; ATG4B inh: -4.2; hIAP activ: 1.01; NR3A LBD binder: -0.9; PfG6PD inh: -11.6; SENP6 inh: -6.2; MPTP inh: 3.0

What do the screens show for `COc1ccc(C(=O)CC(=O)c2ccc(OC)cc2)cc1`?
SENP1 FRET inh: -0.1; SENP8 inh: -258.0; ATG4B inh: -14.1; hIAP activ: 0.94; NR3A LBD binder: -18.3; PfG6PD inh: -14.9; SENP6 inh: 8.9; MPTP inh: 0.1

Results for CCOC(=O)c1ccc(CNS(=O)(=O)c2c(C)ccc3nsnc23)o1 ?
SENP1 FRET inh: 0.4; SENP8 inh: 13.5; ATG4B inh: -0.6; hIAP activ: 0.95; NR3A LBD binder: -0.2; PfG6PD inh: 3.9; SENP6 inh: -18.1; MPTP inh: 3.3

How did CCCCn1c(N)c(N(CC(C)C)C(=O)c2ccc(S(=O)(=O)N(CC)c3ccccc3)cc2)c(=O)[nH]c1=O do in these assays?
SENP1 FRET inh: -3.2; SENP8 inh: -5.4; ATG4B inh: -3.0; hIAP activ: 1.05; NR3A LBD binder: 0.8; PfG6PD inh: 0.4; SENP6 inh: -11.0; MPTP inh: -0.8

Results for Cc1ccc(CNC(=O)C(=O)NCC2OCCN2C(=O)c2ccc(Cl)cc2)cc1 (stereo not drawn) ?
SENP1 FRET inh: -5.1; SENP8 inh: 2.3; ATG4B inh: -23.2; hIAP activ: 0.852; NR3A LBD binder: -4.0; PfG6PD inh: -7.2; SENP6 inh: -1.7; MPTP inh: 1.4

Results for CN1c2cccc3cccc(c23)N(C)C1(C)C ?
SENP1 FRET inh: 3.9; SENP8 inh: -320.5; ATG4B inh: 13.2; hIAP activ: 0.816; NR3A LBD binder: 1.4; PfG6PD inh: 70.8*; SENP6 inh: 72.5*; MPTP inh: 0.5

What do the screens show for `O=C(O)/C=C/c1cccc(NC(=O)c2ccccc2)c1`?
SENP1 FRET inh: 1.0; SENP8 inh: 19.0; ATG4B inh: 3.0; hIAP activ: 1; NR3A LBD binder: -1.6; PfG6PD inh: -21.2; SENP6 inh: 72.3*; MPTP inh: -0.9

What do the screens show for `CCOc1ccc(CC2NCCc3cc(OCC)c(OCC)cc32)cc1OCC` (stereo not drawn)?
SENP1 FRET inh: 2.2; SENP8 inh: -37.1; ATG4B inh: -4.1; hIAP activ: 0.927; NR3A LBD binder: 0.6; PfG6PD inh: 8.1; SENP6 inh: 13.0; MPTP inh: 1.5

Results for CC(C)CC(=O)Nc1ncnc2c1C(=O)CC(C)(C)C2 ?
SENP1 FRET inh: -1.9; SENP8 inh: 11.4; ATG4B inh: 5.0; hIAP activ: 1.12; NR3A LBD binder: -2.7; PfG6PD inh: 8.9; SENP6 inh: 3.7; MPTP inh: 4.7

Results for CC(=O)NNC1=Nc2ccccc2N(C)C(C)C1 (stereo not drawn) ?
SENP1 FRET inh: 1.1; SENP8 inh: 14.1; ATG4B inh: 12.4; hIAP activ: 1.1; NR3A LBD binder: -2.4; PfG6PD inh: -5.9; SENP6 inh: -2.9; MPTP inh: -2.8

Results for O=C(NC1CCCCC1)C(c1ccc(F)cc1)N(Cc1cccs1)C(=O)CN1C(=O)c2ccccc2S1(=O)=O (stereo not drawn) ?
SENP1 FRET inh: 3.3; SENP8 inh: 12.1; ATG4B inh: -5.4; hIAP activ: 1.01; NR3A LBD binder: -1.7; PfG6PD inh: -7.8; SENP6 inh: -9.9; MPTP inh: 1.6

How did COc1ccc(NC(=O)CCNS(=O)(=O)c2cccc3nsnc23)c(OC)c1 do in these assays?
SENP1 FRET inh: 1.1; SENP8 inh: 6.0; ATG4B inh: 1.9; hIAP activ: 0.979; NR3A LBD binder: 0.5; PfG6PD inh: -12.8; SENP6 inh: -14.0; MPTP inh: -3.0

How did COC(=O)/C(=C\Nc1cccc(Cl)c1C)c1ncc(C(F)(F)F)cc1Cl do in these assays?
SENP1 FRET inh: 1.8; SENP8 inh: -52.6; ATG4B inh: -11.3; hIAP activ: 1.16; NR3A LBD binder: -1.8; PfG6PD inh: -6.2; SENP6 inh: -23.8; MPTP inh: 75.0*

How did CC(C)CC(=O)NN(C)c1nc(-c2ccccc2)nnc1C(F)(F)F do in these assays?
SENP1 FRET inh: 1.8; SENP8 inh: 20.8; ATG4B inh: -18.3; hIAP activ: 0.84; NR3A LBD binder: 7.4; PfG6PD inh: 10.8; SENP6 inh: -9.7; MPTP inh: 0.4

What do the screens show for `CC(Sc1nncs1)C(=O)NC1CCCCC1C` (stereo not drawn)?
SENP1 FRET inh: 1.3; SENP8 inh: 5.5; ATG4B inh: -3.7; hIAP activ: 0.919; NR3A LBD binder: 1.5; PfG6PD inh: 0.8; SENP6 inh: -9.3; MPTP inh: -0.2

What do the screens show for `C=CCOC(=O)CN1C(=O)c2ccccc2C1=O`?
SENP1 FRET inh: 1.8; SENP8 inh: 6.2; ATG4B inh: 6.2; hIAP activ: 1.41; NR3A LBD binder: 1.5; PfG6PD inh: 6.1; SENP6 inh: 7.0; MPTP inh: 1.0

Results for COc1cccc(-n2nnc3c(=O)n(Cc4ccccc4Cl)cnc32)c1 ?
SENP1 FRET inh: -0.7; SENP8 inh: 7.9; ATG4B inh: -4.5; hIAP activ: 1.03; NR3A LBD binder: 0.5; PfG6PD inh: -8.4; SENP6 inh: -11.3; MPTP inh: -1.4

Results for CCN(CC)c1ccc(NC(=O)CNCc2ccccc2Cl)c(C)c1 ?
SENP1 FRET inh: -1.4; SENP8 inh: 16.1; ATG4B inh: 3.0; hIAP activ: 0.936; NR3A LBD binder: -1.8; PfG6PD inh: 1.6; SENP6 inh: 12.9; MPTP inh: -0.2

How did CCCN(CC(=O)Nc1cc(Cl)ccc1Cl)C(=O)c1ccccc1SCC(=O)N1CCCC1 do in these assays?
SENP1 FRET inh: -1.5; SENP8 inh: 7.6; ATG4B inh: -9.7; hIAP activ: 1.13; NR3A LBD binder: 2.8; PfG6PD inh: 1.6; SENP6 inh: -3.4; MPTP inh: -0.1

Results for NC(=O)COc1ccc(Nc2nnc(-c3ccc(O)cc3)c3ccccc23)cc1 ?
SENP1 FRET inh: 1.0; SENP8 inh: -46.5; ATG4B inh: 57.0*; hIAP activ: 0.976; NR3A LBD binder: -0.4; PfG6PD inh: -7.9; SENP6 inh: 13.0; MPTP inh: 0.5

What do the screens show for `COCCNC(=O)C(c1ccc(O)cc1)N(Cc1cccs1)C(=O)CCC(=O)Nc1ccccn1` (stereo not drawn)?
SENP1 FRET inh: 1.5; SENP8 inh: 4.5; ATG4B inh: 1.9; hIAP activ: 1.05; NR3A LBD binder: -0.6; PfG6PD inh: -3.3; SENP6 inh: -17.1; MPTP inh: 0.8

Results for Cc1ccc2cc(C#N)c(N3CCCN(S(=O)(=O)c4ccccc4)CC3)nc2c1C ?
SENP1 FRET inh: -21.5; SENP8 inh: -131.3; ATG4B inh: -7.9; hIAP activ: 0.929; NR3A LBD binder: 11.1*; PfG6PD inh: 5.5; SENP6 inh: -5.4; MPTP inh: -0.4

What do the screens show for `Cn1c(=O)c2c(ncn2CC(=O)N/N=C/C(Cl)=C/c2ccccc2)n(C)c1=O`?
SENP1 FRET inh: 2.7; SENP8 inh: 4.7; ATG4B inh: -12.2; hIAP activ: 1.12; NR3A LBD binder: 1.0; PfG6PD inh: -6.9; SENP6 inh: 17.6; MPTP inh: -0.9

Results for CC(C)C(NC(=O)c1ccc(C(C)(C)C)cc1)C(=O)N1CCCC1 (stereo not drawn) ?
SENP1 FRET inh: 0.5; SENP8 inh: 0.6; ATG4B inh: -4.5; hIAP activ: 0.968; NR3A LBD binder: -0.2; PfG6PD inh: 18.1; SENP6 inh: -1.9; MPTP inh: -0.3

What do the screens show for `Cc1ccc(C2CC(c3cccs3)=NN2C(=O)CSc2nc(=O)n3cc(C)ccc3n2)cc1` (stereo not drawn)?
SENP1 FRET inh: -1.8; SENP8 inh: -48.2; ATG4B inh: -0.7; hIAP activ: 1.03; NR3A LBD binder: -1.7; PfG6PD inh: 4.3; SENP6 inh: 4.0; MPTP inh: 3.5

Results for O=C(COn1nnc2ccc(S(=O)(=O)N3CCOCC3)cc21)Nc1c(F)c(F)c(F)c(F)c1F ?
SENP1 FRET inh: 0.7; SENP8 inh: 15.3; ATG4B inh: -1.6; hIAP activ: 0.891; NR3A LBD binder: 3.5; PfG6PD inh: -11.2; SENP6 inh: -28.3; MPTP inh: 1.5

What do the screens show for `CCCn1cc(SCC(=O)Nc2cc(C)on2)c2ccccc21`?
SENP1 FRET inh: 3.1; SENP8 inh: 2.5; ATG4B inh: 5.3; hIAP activ: 1.04; NR3A LBD binder: -0.6; PfG6PD inh: 18.4; SENP6 inh: -30.2; MPTP inh: -0.5

What do the screens show for `CCCCN(C(=O)c1ccc2c(c1)NC(=O)CS2)c1ccccc1`?
SENP1 FRET inh: 1.3; SENP8 inh: 9.5; ATG4B inh: 16.4; hIAP activ: 1.06; NR3A LBD binder: -0.8; PfG6PD inh: -0.5; SENP6 inh: -20.0; MPTP inh: -0.2

How did N#Cc1ccc(C(=O)OCC(=O)Nc2ccc(S(N)(=O)=O)cc2)cc1 do in these assays?
SENP1 FRET inh: 0.7; SENP8 inh: -1.0; ATG4B inh: 0.0; hIAP activ: 1.23; NR3A LBD binder: -0.1; PfG6PD inh: 6.7; SENP6 inh: -21.5; MPTP inh: -1.7

Results for COc1cc(NC(=O)Cc2ccc([N+](=O)[O-])cc2)c(C(=O)O)cc1OC ?
SENP1 FRET inh: 0.9; SENP8 inh: 8.4; ATG4B inh: 2.8; hIAP activ: 1.07; NR3A LBD binder: 1.9; PfG6PD inh: 26.3; SENP6 inh: -18.1; MPTP inh: -2.7

Retrieved one by one from the list above:
What do the screens show for `CCCn1cc(SCC(=O)Nc2cc(C)on2)c2ccccc21`?
SENP1 FRET inh: 3.1; SENP8 inh: 2.5; ATG4B inh: 5.3; hIAP activ: 1.04; NR3A LBD binder: -0.6; PfG6PD inh: 18.4; SENP6 inh: -30.2; MPTP inh: -0.5

Results for COc1cc(NC(=O)Cc2ccc([N+](=O)[O-])cc2)c(C(=O)O)cc1OC ?
SENP1 FRET inh: 0.9; SENP8 inh: 8.4; ATG4B inh: 2.8; hIAP activ: 1.07; NR3A LBD binder: 1.9; PfG6PD inh: 26.3; SENP6 inh: -18.1; MPTP inh: -2.7

Results for Cc1ccc2cc(C#N)c(N3CCCN(S(=O)(=O)c4ccccc4)CC3)nc2c1C ?
SENP1 FRET inh: -21.5; SENP8 inh: -131.3; ATG4B inh: -7.9; hIAP activ: 0.929; NR3A LBD binder: 11.1*; PfG6PD inh: 5.5; SENP6 inh: -5.4; MPTP inh: -0.4

Results for NC(=O)COc1ccc(Nc2nnc(-c3ccc(O)cc3)c3ccccc23)cc1 ?
SENP1 FRET inh: 1.0; SENP8 inh: -46.5; ATG4B inh: 57.0*; hIAP activ: 0.976; NR3A LBD binder: -0.4; PfG6PD inh: -7.9; SENP6 inh: 13.0; MPTP inh: 0.5
